Screens deposited in PubChem by several laboratories.
NTR1 agonist – NTR1-driven beta-arrestin-GFP spot formation – imaging, U2OS cells, high content, primary screen (AID 493036). P30989. agonist mode. activation, % at 20 µM. 330,000 compounds, 0.17% hits;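 active = activation at or above 40% of the spot to cytoplasm intensity ratio, with at least 20 cells analyzed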;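 note: 0% = DMSO without peptide and 100% = 100 nM NTR1 peptide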
Target sequence (P30989 whole entry, looked up): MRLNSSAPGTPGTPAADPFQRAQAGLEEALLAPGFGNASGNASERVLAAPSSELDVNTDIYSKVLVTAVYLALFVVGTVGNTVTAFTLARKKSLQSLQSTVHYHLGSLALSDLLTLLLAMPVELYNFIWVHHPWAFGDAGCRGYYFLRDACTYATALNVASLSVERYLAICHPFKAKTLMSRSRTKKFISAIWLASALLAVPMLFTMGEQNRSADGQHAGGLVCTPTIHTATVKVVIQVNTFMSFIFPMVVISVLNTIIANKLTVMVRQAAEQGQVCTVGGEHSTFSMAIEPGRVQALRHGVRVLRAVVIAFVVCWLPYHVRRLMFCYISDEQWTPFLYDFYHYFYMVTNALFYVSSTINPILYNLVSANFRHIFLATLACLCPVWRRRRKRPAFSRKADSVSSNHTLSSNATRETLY
NS5 inhibitors – flavivirus cap methylation enzyme inhibition – biochemical, confirmation dose response, primary screen (AID 588689); inhibition, % at 25 µM, or IC50 in µM where a hit was titrated; Dengue-2 NS5 methyltransferase capping enzyme assay, biochemical; higher % means a stronger effect; 340,000 compounds, 0.3% hits; in the data active = a potency from the dose series
UTI89 phage lysis – protection from phage-mediated lysis, alamar blue read-out – E. coli UTI89, K1F phage, bacterial capsule biogenesis inhibitors (AID 488966); E. coli UTI89 K1F phage lysis, alamar blue, 2 h; higher % means a stronger effect; 340,000 compounds, 0.02% hits; inhibition, % at 100 µM, or IC50 in µM where a hit was titrated;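 active = phage lysis inhibition, versus mean bacterial control, above a set limit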;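 note: capsule biogenesis inhibitors block K1F phage lysis so surviving cells raise fluorescence; higher fluorescence means more inhibition of phage lysis; actives were called in the ten point dose series up to 300 µM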
West Nile antiviral – West Nile virus antiviral activity, cell-based, CPE readout (AID 1621); West Nile virus-infected cells, CPE inhibition; higher % means a stronger effect; CPE inhibition, % at 10 µM, or IC50 in µM where a hit was titrated; 290,000 compounds, 0.02% hits; in the data active = a potency from the dose series; note: strong numbers were not always called active
PhoP inhibition – PhoP-dependent GFP reporter repression – Salmonella Typhimurium, primary screen (AID 1863); S. Typhimurium PhoP-regulated promoter GFP reporter, 4 h; higher % means a stronger effect; inhibition, % at 50 µM; hits with a dose series show IC50 in µM; 300,000 compounds, 0.16% hits;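 active = inhibition over 29.93%, a cutoff 3 SD above the screen mean, later confirmed by dose response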;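 note: 0% = low Mg2+ inducing control and 100% = high Mg2+ repressing control; strong numbers were not always called active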
Rac1 GTP hydrolysis – MgcRacGAP GTPase-activating activity inhibitors, confirmation, biochemical, ADP Hunter fluorescence; 340,000 compounds, 0.6% hits; MgcRacGAP-stimulated Rac1 GTP hydrolysis, ADP Hunter fluorescence; higher % means a stronger effect; GST-tagged Rac1 F28L mutant substrate; inhibition, % at 30 µM, or IC50 in µM where a hit was titrated; AID 624330;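 active = first-screen hits whose inhibition reached a set limit at any dose in the follow-up dose series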;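 note: fluorescence reports GDP produced by GAP-driven GTP hydrolysis; strong numbers were not always called active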
T cell HTS – T cell immune modulators affecting CD8 T cell-vesicle binding; 2C CD8+ T cell-vesicle binding, flow cytometry; stronger effect = lower value; calls only at 7 µM; 330,000 compounds, 0.068% hits;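 active = response, share of CD8 T cells binding vesicles, and their 90th percentile fluorescence all below set limits, cut at about 80% in these data, passing the limit was not always enough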
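System: murine 2C transgenic CD8+ T lymphocytes; also added: QL9-loaded Drosophila micro-vesicles; times: binding 1.5 h at 37 °C; measured by: flow cytometry, PE anti-B7-1 (FL2) versus Alexa647 anti-CD8 (FL8), PFA-fixed; control set: Peptide-free naked vesicles (low) and QL9 vesicles with 0.7% DMSO vehicle (high)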
RSV antiviral HEp-2 – inhibition of RSV-induced cytopathic effect – HEp-2 cells, primary 10 µM value included (AID 2391); 310,000 compounds, 0.13% hits; one-dose CPE inhibition, % at 10 µM; IC50 in µM for titrated hits; HEp-2 cells, RSV-induced CPE inhibition; higher % means a stronger effect; in the data active = a potency from the dose series; note: strong numbers were not always called active
Large T inhibition – SV40 large T antigen inhibitors, biochemical (AID 1903) | one-dose inhibition, % at 20 µM; IC50 in µM for titrated hits | SV40 large T antigen ATPase/helicase inhibition assay; higher % means a stronger effect | 310,000 compounds, 0.39% hits; in the data active = a potency from the dose series; note: strong numbers were not always called active
T cell HTS vesicle-bound % – recorded beside T cell HTS, whose call it bears; double positive events, %; measured here: CD8+ vesicle-bound cell fraction;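 binding gate set so that unloaded-vesicle control wells show 10% double positive cells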
NTR1 agonist cell count 20 µM – second read-out of NTR1 agonist, no call of its own (marks repeat the call); cell count; measured here: cell count, cytotoxicity flag
NS5 inhibitors pilot replicate – second read-out of NS5 inhibitors, no call of its own (marks repeat the call); inhibition, %; measured here: pilot screen replicate inhibition
An asterisk follows results filed as active; i = inactive; x = no result given; [ ] = remark or other dose.

SMILES	NTR1 agonist	NTR1 agonist cell count 20 µM	NS5 inhibitors	UTI89 phage lysis	West Nile antiviral	PhoP inhibition	Rac1 GTP hydrolysis	T cell HTS	T cell HTS vesicle-bound %	RSV antiviral HEp-2	Large T inhibition	others
O=C(CSc1nnc(C2CC2)n1-c1ccccc1)N1CCCC1	-2.3	53	-6%	-1.9%	x	x	1%	i	29	x	x
O=C(COC(=O)c1ccccc1O)NCCC1=CCCCC1	-0.3	64	x	0.4%	0.3%	2%	-1%	i	58	0.2%	10%
COc1cc(CCC(=O)NCCc2ccc(F)cc2)cc(OC)c1OC	1.5	72	3%	0.9%[50 µM]	0.5%	2%	0%	i	22	0.7%	-1%
CCC(C)NC(=O)/C=C/c1ccc(S(=O)(=O)NCc2ccco2)cc1 (centres undefined)	0.9	62	-2%	0.3%	-0.2%	-2%	4%	i	22	1.1%	4%
O=c1[nH]c2ccccc2cc1CN(Cc1ccco1)S(=O)(=O)c1ccc(F)cc1	1.0	68	-8%	0.0%	-0.4%	-1%	7%	i	52	12%	11%
Cc1ccnc(NC(=O)CNC(=O)C23CC4CC(CC(C4)C2)C3)c1	1.3	61	1%	-0.2%[50 µM]	x	17%	10%	i	41	0.1%	11%
Cc1ccc(OCC(=O)Nc2ccccc2[N+](=O)[O-])c(Br)c1	5.6	53	0%	-1.6%	-0.1%	-11%	2%	i	47	3.8%	-3%
CC1=C(C(N)=O)C(c2cccc(O)c2)n2nc(CCCO)nc2N1 (centres undefined)	2.1	69	-5%	-1.2%	0.2%	5%	-1%	i	48	0.5%	16%
CC(C)Cc1nc2oc3c(NCCCN4CCOCC4)ncnc3c2c2c1CCC2	8.2	74	1%	-1.3%	33%	-3%	-2%	i	36	0.8%	12%
O=C(C1CCCCN1S(=O)(=O)c1ccccc1)N1CCN(Cc2ccccc2)CC1 (centres undefined)	0.1	80	-7%	-0.8%	-0.5%	1%	6%	i	44	-1.5%	4%
O=C(CCCCCn1nnc2ccccc2c1=O)N[C@H](C(=O)O)c1ccccc1	1.2	49	-12%	1.2%[50 µM]	0.3%	-4%	-3%	i	38	-0.4%	12%
CCOC(=O)CSC1=C(C#N)C(c2ccc3c(c2)OCO3)CC(=O)N1 (centres undefined)	2.4	59	-2%	-0.6%	-0.2%	-4%	13%	i	52	0.3%	12%
COc1ccc2c(c1)C(=NNC(=O)c1ccccn1)c1cc(OC)ccc1-2	0.3	76	8%	0.1%	1.0%	-4%	13%	i	59	25µM*	7%
COc1ccc(C(CC(=O)NCC(OC)OC)NS(=O)(=O)c2ccc(Cl)cc2)cc1 (centres undefined)	0.9	50	-1%	0.6%	-0.1%	-2%	9%	i	42	1.3%	0%
COc1cc(OC)cc(C(=O)NC2CCCN(Cc3ccc(Cl)cc3)C2)c1 (centres undefined)	0.7	47	2%	0.2%	-1.4%	-2%	6%	i	57	0.9%	3%
O=C(NC1CC2CCCC(C1)N2Cc1ccco1)NC12CC3CC(CC(C3)C1)C2 (centres undefined)	-0.8	87	-2%	-0.1%	-0.5%	-5%	8%	i	51	0.1%	27%
O=C(CN1CCN(c2ncccn2)CC1)N1CCCC1	0.1	47	-2%	0.1%	-0.5%	x	176µM*	i	31	3.2%	x
Cc1nc2nc(C)c(NS(=O)(=O)c3ccc(Cl)cc3)c(=O)n2[nH]1	2.2	47	-3%	-0.1%	-0.3%	-1%	4%	i	22	0.3%	8%
O=C1c2ccccc2C(=O)N1CN(C(=O)COc1ccc(Cl)cc1Cl)c1cccc(F)c1	5.0	47	-2%	0.9%	-0.6%	-6%	17%	i	49	3.1%	22%
Cc1ccc(C(=O)Cn2nnc3ccccc32)cc1	-0.6	42	-2%	0.2%	0.3%	1%	7%	i	14	2.0%	-1%
CN(C)CC(C)(C)CNS(=O)(=O)c1ccc(Cl)s1	-0.1	87	1%	-0.4%	-0.5%	6%	5%	i	59	-1.4%	6%
COc1ccc(CNC(=O)Cn2nc(C(F)(F)F)c3c2CCC3)cc1	3.5	56	-8%	0.4%	-0.5%	-16%	12%	i	38	-1.0%	14%	NS5 inhibitors pilot replicate=-3.9
Cc1ccccc1-c1ccccc1CN1[C@@H](C(C)C)COCCS1(=O)=O	10	57	-1%	0.2%	x	x	2%	x	x	x	x	NS5 inhibitors pilot replicate=4.2
CC(C)C(=O)NNc1ccccc1	0.5	69	-10%	0.9%[50 µM]	0.5%	-5%	6%	i	9	13%	25%
COc1cc(NS(=O)(=O)c2ccc(NC(=O)COc3ccc(C)cc3)cc2)nc(OC)n1	2.4	85	-2%	0.1%	0.1%	1%	10%	i	17	2.3%	14%
COC(=O)C1=C(C)NC(=O)CC1c1cccc(OC)c1OC (centres undefined)	-0.3	69	-7%	1.9%	x	-5%	10%	i	60	1.0%	2%
COc1ccc(-n2nc(C(=O)NCC(=O)N3CCOCC3)c3ccccc3c2=O)cc1Cl	-0.6	47	-8%	0.5%	-0.7%	-5%	3%	i	13	2.4%	16%
Cc1c(C(=O)O)oc2ccc3c(c12)C(O)CC(C)(C)O3 (centres undefined)	-0.7	73	-5%	0.2%	0.3%	0%	8%	i	45	1.7%	8%
CCOc1ccc(OCCCC(=O)NC2=NCCS2)cc1	1.6	84	-8%	0.3%	-0.3%	-2%	7%	i	44	0.8%	-2%
O=c1c2ccccc2oc2nc3n(c(=O)c12)CCCS3	-0.7	69	2%	0.1%	-0.1%	10%	17%	i	23	4.0%	14%
NC(=O)c1ccc(NC(=O)COc2cccc3c2CCNC3=O)cc1	-0.1	60	0%	0.9%[50 µM]	x	x	0%	x	x	x	x
N#C/C(=C\C=C\c1ccccc1[N+](=O)[O-])C(=O)NCc1ccccc1	16	68	0%	0.0%	3.0%	6%	14%	i	15	6.4%	4%
COc1ccc(OCC(O)Cn2c(N3CCCCC3)nc3c2c(=O)n(C)c(=O)n3C)cc1 (centres undefined)	2.4	58	-2%	1.7%	-0.3%	-5%	5%	i	11	1.0%	8%	NS5 inhibitors pilot replicate=2.7
NS(=O)(=O)c1ccc(CCNC(=O)CSCC(=O)Nc2ccc(Cl)cc2)cc1	1.7	50	-2%	0.5%[50 µM]	x	x	-1%	i	41	-0.6%	x
CC1CCCCN1C(=O)/C(=C\c1ccccc1)c1ccccc1 (centres undefined)	-0.9	55	-3%	9.0%	-0.6%	12%	10%	i	17	4.6%	0%
CC(C)(C)C(=O)Nc1cccc2[nH]ncc12	1.2	65	-2%	0.4%	0.4%	-8%	-1%	i	47	1.3%	22%
CCOc1ccccc1CN1CCN(C2CCC2)CC1CCO (centres undefined)	1.1	53	5%	-0.1%	-0.4%	-4%	5%	i	60	0.6%	15%
COc1ccc(/C=N/NC(=O)CCc2nc3ccccc3[nH]2)cc1	1.3	88	-8%	2.3%[50 µM]	0.1%	22%	9%	i	31	2.6%	22%
CCOc1ccc(-c2nc(C#N)c(N3CCOCC3)o2)cc1	4.5	51	-1%	-0.4%	-0.2%	3%	9%	i	47	4.5%	2%
O=S(=O)(NC1CCCC1)c1ccccc1Cl	7.6	94	8%	0.0%	0.4%	3%	-4%	i	35	0.8%	-2%
CC1(C)Cc2ccccc2C(NNC(=O)c2ccncc2)=N1	0.4	51	-1%	2.1%	0.2%	9%	6%	i	0	2.0%	1%
CCN(CC)CCNC(=O)c1ccccn1	-0.3	72	0%	-0.2%	0.4%	5%	9%	i	4	1.7%	8%
CCCCn1c(NCc2ccccc2NS(=O)(=O)c2ccc(C)cc2)nc2ccccc21	5.8	48	-6%	0.7%	-0.3%	1%	11%	i	37	13%	-2%
COc1cc(NS(=O)(=O)c2ccc(NC(=O)CCC(=O)O)cc2)nc(OC)n1	-0.9	84	3%	-0.2%	-0.3%	4%	4%	i	62	3.1%	6%
Cc1ccc(NC(=O)Cc2nc(COC(=O)c3c(F)cccc3Cl)cs2)cc1	-1.2	82	-2%	-0.2%[50 µM]	x	x	3%	i	31	x	x
CCNC(=S)N(Cc1ccc2c(c1)OCO2)C1CC(=O)N(c2ccc(F)cc2)C1=O (centres undefined)	5.0	56	3%	1.0%	-0.6%	7%	-1%	i	4	3.6%	12%
CC(=O)c1ccc(NC(=O)CCNS(=O)(=O)c2cccc3nonc23)cc1	-1.5	91	-2%	-0.2%	-0.4%	7%	5%	i	26	0.4%	-3%
Cc1nc2c(c(C)nn2-c2ccccc2)c(C)c1C	2.8	60	-4%	0.1%	x	x	9%	i	29	x	9%

Of the compounds above, 3 contain a cyano group.
SMILES	NTR1 agonist	NTR1 agonist cell count 20 µM	NS5 inhibitors	UTI89 phage lysis	West Nile antiviral	PhoP inhibition	Rac1 GTP hydrolysis	T cell HTS	T cell HTS vesicle-bound %	RSV antiviral HEp-2	Large T inhibition	others
CCOC(=O)CSC1=C(C#N)C(c2ccc3c(c2)OCO3)CC(=O)N1 (centres undefined)	2.4	59	-2%	-0.6%	-0.2%	-4%	13%	i	52	0.3%	12%
N#C/C(=C\C=C\c1ccccc1[N+](=O)[O-])C(=O)NCc1ccccc1	16	68	0%	0.0%	3.0%	6%	14%	i	15	6.4%	4%
CCOc1ccc(-c2nc(C#N)c(N3CCOCC3)o2)cc1	4.5	51	-1%	-0.4%	-0.2%	3%	9%	i	47	4.5%	2%

(list continues)
SMILES	NTR1 agonist	NTR1 agonist cell count 20 µM	NS5 inhibitors	UTI89 phage lysis	West Nile antiviral	PhoP inhibition	Rac1 GTP hydrolysis	T cell HTS	T cell HTS vesicle-bound %	RSV antiviral HEp-2	Large T inhibition	others
CC(O)CNc1nc2ccccc2n1CC(=O)NC12CC3CC(CC(C3)C1)C2 (centres undefined)	0.9	59	-7%	0.2%	-0.1%	-3%	-6%	i	32	-2.2%	3%
CCn1c(-c2ccc(Cl)cc2)n[nH]c1=S	-3.7	106	-13%	0.0%	0.1%	3%	7%	i	14	-2.9%	27%
N#Cc1cc(S(=O)(=O)N2CCOCC2)ccc1N1CCOCC1	0.0	52	-3%	0.7%	-0.4%	-6%	2%	i	16	0.3%	8%
C=CCOC(=O)C1=C(C)NC(=O)NC1/C=C/c1ccccc1 (centres undefined)	-0.3	30	-3%	-0.6%	-0.1%	-12%	0%	i	41	0.1%	20%
O=C(NCc1ccccc1)C(=O)NCC1OCCN1S(=O)(=O)c1ccc2c(c1)OCCO2 (centres undefined)	1.1	91	-7%	3.0%	-0.4%	0%	4%	i	10	2.6%	6%
